Screening results from PubChem BioAssay.
APOBEC3G inh: APOBEC3G (human) deaminase inhibition. Q9HC16. recombinant A3G, ssDNA deamination FAM/TAMRA fluorescence. inhibition, % at 20 µM. 330,000 tested, 0.28% active. AID 493012;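 active = inhibition of at least 40% at 20 µM, with no more than 30% in the related APOBEC3A deaminase screen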;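 note: plate controls were DMSO wells with A3G for no effect and wells lacking A3G enzyme for full effect; some compounds called inactive have numbers as strong as hits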
Target sequence (Q9HC16 whole entry, looked up): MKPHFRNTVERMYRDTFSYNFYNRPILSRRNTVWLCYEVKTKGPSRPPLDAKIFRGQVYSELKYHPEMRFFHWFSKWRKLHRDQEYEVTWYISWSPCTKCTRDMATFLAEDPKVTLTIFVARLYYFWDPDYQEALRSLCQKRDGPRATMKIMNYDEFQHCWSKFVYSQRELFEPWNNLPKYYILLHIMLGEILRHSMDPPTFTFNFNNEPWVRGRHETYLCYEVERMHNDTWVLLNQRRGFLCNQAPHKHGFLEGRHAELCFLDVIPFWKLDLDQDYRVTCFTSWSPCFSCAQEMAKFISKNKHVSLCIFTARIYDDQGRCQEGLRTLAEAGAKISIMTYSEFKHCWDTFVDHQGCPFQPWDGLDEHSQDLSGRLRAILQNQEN
mIAP activ: mouse IAP activation; muIAP, CDP-Star luminescence, 30 min; active compounds read high; 1 = vehicle-only enzyme signal, 0 = enzyme-free wells; activation factor at 10 µM; 330,000 tested, 0.24% active; AID 2805;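 active = activation factor of at least 2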; note: the source names both 10 and 20 µM as test concentration; values of inactives mirror those of a sister screen read the other way
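Assay system: mouse IAP enzyme; Reagent: CDP-Star chemiluminescent phosphatase substrate; Compound: DMSO-dissolved test compounds; Incubation: 30 min, room temperature; Technique: luminescence from enzymatic CDP-Star hydrolysis; Controls: DMSO-only wells and no-enzyme negative control.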
MPTP block: permeability transition pore inhibition | isolated mouse mitochondria, Ca2+ swelling absorbance, 30 min | inhibition, % at 10 µM | 360,000 tested, 1.4% active | AID 602449;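 active = inhibition of 50% or more, scaled per plate between neutral and stimulator controls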;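 note: 0% = DMSO wells given calcium and 100% = 1 mM EGTA wells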
hIAP inh: blocks human intestinal alkaline phosphatase; P09923; purified IAP, CDP-Star luminescence, 30 min; inhibition, % at 10 µM; 330,000 tested, 0.12% active;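 active = inhibition reaching a set limit with compound at 10 µM in the primary screen, cut at about 35% in these data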;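 note: plate controls were DMSO wells with enzyme for no effect and no-enzyme buffer wells for full effect; values of inactives mirror those of a sister screen read the other way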
beta cell repl: inducers of beta-cell replication in MIN6 cells; AID 2380; proliferation, % at 10 µM; 330,000 tested, 0.29% active; MIN6 cells proliferation, ATPlite luminescence, 48 h; cells starved in 0.2% serum; 100% = growth in 10% serum;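 active = compounds whose signal lies at least 3.5 SD above the mean of all wells on their plate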;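 note: 0% = DMSO-treated cells in low-serum medium and 100% = 10% serum control; some compounds called inactive have numbers as strong as hits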
mIAP block: blocks mouse intestinal alkaline phosphatase | purified mouse IAP, CDP-Star luminescence, 30 min | inhibition, % at 10 µM | 330,000 tested, 0.2% active;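 active = inhibition of at least 40% at 10 µM in the primary screen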;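 note: plate controls were DMSO with enzyme for no effect and no enzyme wells for full effect; values of inactives mirror those of a sister screen read the other way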
A3A deaminase: blocks human APOBEC3A ssDNA deamination; recombinant A3A, FAM/TAMRA ssDNA deamination fluorescence; inhibition, % at 20 µM; 330,000 tested, 0.41% active; AID 493011;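 active = at least 40% inhibition at 20 µM here, with at most 30% in a related deaminase screen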;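 note: plate controls were A3A with DMSO for no effect and wells lacking A3A enzyme for full effect; some results filed as inactive read as strong as hits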
Target sequence (P31941 whole entry, looked up): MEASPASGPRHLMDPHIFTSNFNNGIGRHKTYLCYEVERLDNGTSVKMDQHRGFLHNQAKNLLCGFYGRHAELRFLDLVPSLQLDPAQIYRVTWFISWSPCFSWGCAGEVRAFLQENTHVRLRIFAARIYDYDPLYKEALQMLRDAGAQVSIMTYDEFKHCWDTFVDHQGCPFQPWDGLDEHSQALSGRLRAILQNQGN
hIAP act: increases human intestinal alkaline phosphatase activity; purified human IAP, CDP-Star luminescence, 30 min; active compounds read high; 1 = vehicle-only enzyme, 0 = enzyme-free background; 330,000 tested, 0.16% active; activation factor at 10 µM;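 active = activation factor of the enzyme at least 2-fold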; note: the source names both 10 and 20 µM as test concentration; values of inactives mirror those of a sister screen read the other way
ATG4B inhibitor: inhibitors of human ATG4B cysteine protease. Q9Y4P1. ATG4B cleavage of LC3-PLA2, NBD-HPC fluorescence, 1 h. inhibition, % at 8.33 µM. 340,000 tested, 0.51% active; in the data active = inhibition above about 40%
Target sequence (Q9Y4P1 whole entry, looked up): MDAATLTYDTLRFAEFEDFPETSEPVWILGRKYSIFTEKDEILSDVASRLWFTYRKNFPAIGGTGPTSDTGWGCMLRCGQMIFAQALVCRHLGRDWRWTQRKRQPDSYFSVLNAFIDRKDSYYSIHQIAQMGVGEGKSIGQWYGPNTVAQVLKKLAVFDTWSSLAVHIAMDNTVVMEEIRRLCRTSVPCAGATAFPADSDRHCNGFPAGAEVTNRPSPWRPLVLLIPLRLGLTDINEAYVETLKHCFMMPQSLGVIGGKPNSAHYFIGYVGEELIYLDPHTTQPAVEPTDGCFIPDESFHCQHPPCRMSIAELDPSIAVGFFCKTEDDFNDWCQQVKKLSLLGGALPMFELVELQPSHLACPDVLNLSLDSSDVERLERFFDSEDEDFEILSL
Starred values were filed as active, the others as inactive; x = no result given.

(1) CCc1nc(NCCO)c(C#N)c2c1CSC(C)(C)C2
(2) COc1ccccc1NC(=O)Nc1nnc(Cc2ccccc2F)s1
(3) COc1ccc(/C=C/C(=O)NCC2COc3ccccc3O2)c(OC)c1 (stereo not given)
(4) Cc1cc(C)cc(N(CC(=O)NC2CCCCCC2)S(=O)(=O)c2c(C)[nH]c(=O)[nH]c2=O)c1
(5) COCCN(C(=O)CSc1ncn[nH]1)c1c(N)n(Cc2ccccc2)c(=O)[nH]c1=O
(6) OCC[C@@H]1C[C@H](O)[C@@H](O)[C@]2(Cc3ccccc3CCO2)O1

Assay by compound,1,2,3,4,5,6
mIAP activ,1.04,1.02,1.06,1.06,0.979,1.04
APOBEC3G inh,-3.1,-7.7,-2.8,-2.2,4.2,-13.6
hIAP act,1.13,1.2,0.999,1.14,0.995,0.897
beta cell repl,-0.2,0.2,-1.2,-1.3,-4.3,-0.8
A3A deaminase,0.3,-3.6,3.1,-2.0,32.2,-4.3
mIAP block,-4.2,-2.2,-5.6,-5.6,2.1,-4.3
hIAP inh,-12.9,-20.4,0.1,-14.0,0.5,10.3
MPTP block,8.6,1.5,-0.7,2.6,-2.5,-0.8
ATG4B inhibitor,-13.9,-3.5,-4.2,-8.9,-7.2,10.9

(7) C=CCOc1c(Br)cc(CNn2c(C)n[nH]c2=S)cc1OC
(8) O=C(CSC1=NCCS1)Nc1ccc(F)cc1
(9) Cc1ccccc1OCC(=O)OCC(=O)c1ccc(OC(=O)c2ccccc2)cc1
(10) CCN(CC(=O)Nc1ccccc1C(F)(F)F)C(=O)c1ccc(N2C(=O)CCC2=O)cc1
(11) O=C1NC(=S)N/C1=C\C=C\c1ccccc1
(12) N#Cc1c2c(c(NCCCN3CCOCC3)n3c1nc1ccccc13)CCC2

Assay by compound,7,8,9,10,11,12
mIAP activ,1.01,0.863,0.989,0.977,0.832,0.999
APOBEC3G inh,20.0,-6.7,-1.4,-5.1,-8.0,2.3
hIAP act,0.931,0.999,0.968,1.19,0.978,0.87
beta cell repl,-2.0,0.1,-1.0,2.0,-2.6,0.0
A3A deaminase,-1.1,-5.4,4.0,-0.3,-4.6,5.2
mIAP block,-1.0,13.7,1.1,2.3,16.8,0.1
hIAP inh,6.9,0.1,3.2,-19.3,2.2,13.0
MPTP block,-0.7,-1.2,-2.0,-0.4,0.8,0.2
ATG4B inhibitor,-0.2,12.7,25.3,1.1,4.2,-10.0

Look-ups from the entries so far.
N#Cc1c2c(c(NCCCN3CCOCC3)n3c1nc1ccccc13)CCC2 in hIAP inh → 13.0
O=C1NC(=S)N/C1=C\C=C\c1ccccc1 in hIAP inh → 2.2
CCN(CC(=O)Nc1ccccc1C(F)(F)F)C(=O)c1ccc(N2C(=O)CCC2=O)cc1 in MPTP block → -0.4

Looked up by structure from the entries so far:
(9) Cc1ccccc1OCC(=O)OCC(=O)c1ccc(OC(=O)c2ccccc2)cc1
(12) N#Cc1c2c(c(NCCCN3CCOCC3)n3c1nc1ccccc13)CCC2

Assay by compound,9,12
mIAP activ,0.989,0.999
APOBEC3G inh,-1.4,2.3
hIAP act,0.968,0.87
beta cell repl,-1.0,0.0
A3A deaminase,4.0,5.2
mIAP block,1.1,0.1
hIAP inh,3.2,13.0
MPTP block,-2.0,0.2
ATG4B inhibitor,25.3,-10.0

Continuation.
(13) Cc1ccc2c(c1)N(CCC(=O)NCc1ccccn1)C(=O)CO2
(14) CC(C)C(C)NC(=O)CN1C(=O)NC2(CCc3ccccc32)C1=O (stereo not given)
(15) CN1CC(=O)N(CC(=O)Nc2ccc(N3CCOCC3)cc2)C1=O
(16) Cc1ccc(S(=O)(=O)N2CCN(C(=O)Cn3nc(C(=O)O)c4ccccc4c3=O)CC2)cc1
(17) COc1ccc(NCN2C(=O)CCC2=O)cc1
(18) CC(C)(C)c1ccc(C(=O)Nc2c3c(nn2C(C)(C)C)CS(=O)(=O)C3)cc1

Assay by compound,13,14,15,16,17,18
mIAP activ,0.857,0.957,0.989,0.989,1.09,0.985
APOBEC3G inh,-4.5,-6.6,-0.5,-7.4,-6.9,-2.8
hIAP act,1.13,1.06,0.699,1.04,1.12,1.24
beta cell repl,-1.3,1.0,-5.5,-2.9,0.4,-2.5
A3A deaminase,-2.2,-0.5,7.2,3.9,-5.2,0.3
mIAP block,14.3,4.3,1.1,1.1,-9.1,1.5
hIAP inh,-13.0,-6.3,30.1,-3.8,-12.2,-23.7
MPTP block,0.5,0.2,-0.4,x,-1.0,0.3
ATG4B inhibitor,-4.5,-1.7,0.6,2.0,-3.1,-3.2

(19) COc1cc2nc(CN3CCN(C(C)=O)CC3)[nH]c(=O)c2cc1OC
(20) CN(CC(=O)Nc1cccc(F)c1)C(=O)CN1c2cccc3cccc(c23)S1(=O)=O
(21) Cc1ccc2c(c1)N(C(=O)CCC(=O)NCCCN1CCOCC1)CC(C)O2 (stereo not given)
(22) COC(=O)c1ccc(C23CC4(C2)[C@H](CN(Cc2ccc(C(F)(F)F)cc2)[C@@H]4c2ccccc2)C3c2ccc(C(F)(F)F)cc2)cc1 (stereo not given in full)
(23) CCOC(=O)c1cc(-c2ccccc2)nc2nc(N3CCCCC3)sc12
(24) CCOC(=O)N1CCC(NC(=O)c2cc(-c3ccc(F)cc3)[nH]c2C)CC1

Assay by compound,19,20,21,22,23,24
mIAP activ,1.03,0.887,0.951,0.991,1.07,1.08
APOBEC3G inh,-6.1,18.1,-3.4,-3.7,-1.6,2.7
hIAP act,1.17,0.953,0.852,1,0.794,0.871
beta cell repl,-2.5,1.8,4.8,-4.1,0.0,0.8
A3A deaminase,-1.1,18.6,-4.3,-0.8,-2.2,3.8
mIAP block,-2.6,11.3,4.9,0.9,-6.7,-8.5
hIAP inh,-16.6,4.7,14.8,-0.2,20.6,12.8
MPTP block,-1.1,-0.6,-0.3,x,1.4,-0.6
ATG4B inhibitor,8.2,-0.2,-3.9,x,2.0,3.1

Part of the list above in order of formula weight, ascending.
(24) CCOC(=O)N1CCC(NC(=O)c2cc(-c3ccc(F)cc3)[nH]c2C)CC1
(21) Cc1ccc2c(c1)N(C(=O)CCC(=O)NCCCN1CCOCC1)CC(C)O2 (stereo not given)
(20) CN(CC(=O)Nc1cccc(F)c1)C(=O)CN1c2cccc3cccc(c23)S1(=O)=O

Assay by compound,24,21,20
mIAP activ,1.08,0.951,0.887
APOBEC3G inh,2.7,-3.4,18.1
hIAP act,0.871,0.852,0.953
beta cell repl,0.8,4.8,1.8
A3A deaminase,3.8,-4.3,18.6
mIAP block,-8.5,4.9,11.3
hIAP inh,12.8,14.8,4.7
MPTP block,-0.6,-0.3,-0.6
ATG4B inhibitor,3.1,-3.9,-0.2

(further entries)
(25) CC(OC(=O)c1cccc(-n2cnnn2)c1)C(=O)Nc1ccc(N(C)C)cc1 (stereo not given)
(26) CCCCOc1ccccc1Cn1c(=O)oc2ccc(C)cc21
(27) COc1ccc(Cl)cc1NC(=O)CN(C)CC(=O)NCc1ccc(F)cc1
(28) Cc1ccc(C2CC(c3ccccc3)=NN2C(=S)Nc2ccccc2)o1 (stereo not given)
(29) CN(C)c1cccc(C(=O)NCCCn2ccc3ccccc32)c1
(30) Cc1cc(=O)oc2cc(NS(=O)(=O)c3ccccc3)ccc12

Assay by compound,25,26,27,28,29,30
mIAP activ,0.908,1.07,1.07,0.821,1.08,1
APOBEC3G inh,-5.4,-7.4,-7.4,10.9,-16.2,-5.8
hIAP act,0.758,0.936,0.973,0.82,1.09,1.1
beta cell repl,-2.2,-4.0,-3.9,-5.0,-2.5,-1.3
A3A deaminase,-1.8,-1.1,-1.8,-1.9,-4.2,-4.7
mIAP block,9.2,-7.5,-7.3,17.9,-8.4,-0.4
hIAP inh,24.2,6.4,2.7,18.0,-9.2,-9.6
MPTP block,-0.8,3.2,-2.9,-8.1,-0.5,0.8
ATG4B inhibitor,1.4,4.5,-0.3,-2.6,3.2,-0.7

(31) CS(=O)(=O)N(CC(=O)N1CCCCCC1)c1cc(Cl)ccc1Cl
(32) COc1ccc(CCn2nc(C)c([N+](=O)[O-])c2C)cc1
(33) Cc1ccsc1-c1n[nH]c(=S)n1C1CCCCC1
(34) CC1(C)CC(=O)C(CC2C(=O)CC(C)(C)CC2=O)C(=O)C1
(35) COc1cccc(-c2nc(C#N)c(N3CCN(C(=O)c4ccco4)CC3)o2)c1
(36) COc1ccc(Cc2noc(COc3ccc(Cl)cc3)n2)cc1

Assay by compound,31,32,33,34,35,36
mIAP activ,1,0.915,1.04,0.978,0.973,0.967
APOBEC3G inh,-3.0,-6.8,21.2,-2.9,-7.2,-7.5
hIAP act,0.928,0.976,1.13,1.01,1.18,1.08
beta cell repl,0.4,-1.3,-2.9,0.7,-1.9,-2.6
A3A deaminase,0.0,-3.6,-3.4,-0.3,-1.8,-3.5
mIAP block,-0.5,8.5,-4.1,2.2,2.7,3.3
hIAP inh,7.2,2.4,-13.1,-0.8,-18.0,-7.8
MPTP block,0.1,1.3,1.1,2.5,0.0,-0.2
ATG4B inhibitor,0.2,-4.5,10.8,-0.5,-7.2,-10.8

(37) CC1CCN(C(=O)C(NS(=O)(=O)c2cccc3nsnc23)C(C)C)CC1 (stereo not given)
(38) COC(=O)c1cc(=O)n(Cc2ccco2)c(=Nc2ccc(F)cc2)s1
(39) Cc1cc2ccccc2c(=O)n1CC(=O)NCc1ccco1
(40) CN(C)C(=O)CCc1ccc2c3c([nH]c2c1)[C@]1(CCc2ccccc2)[C@@H](C(=O)N2CCCCC2)C[C@H](CC(=O)NCCc2ccccn2)C(=O)N1CC3
(41) COc1ccccc1S(=O)(=O)Cc1ccc(C(=O)NC2CCCCC2)o1
(42) CC1=C(C(=O)NCc2ccccc2)C(c2cccs2)NC(=S)N1 (stereo not given)
(43) COc1ccc(/C=C(/NC(=O)c2ccccc2)C(=O)N2CCCCC2)cc1
(44) Cc1cc(=O)[nH]c(SCC(=O)N2C(C)CCCC2C)n1 (stereo not given)
(45) CCCC(C)NC(=O)CSc1nc2ccc(C)cc2[nH]1 (stereo not given)

Assay by compound,37,38,39,40,41,42,43,44,45
mIAP activ,1.1,0.811,1,1.07,0.934,0.998,1.04,1.05,0.986
APOBEC3G inh,-7.8,4.3,-2.2,8.1,-3.6,-9.3,1.4,2.6,-2.5
hIAP act,1.18,0.985,0.875,x,1.11,0.947,1.19,1.2,1.07
beta cell repl,2.0,-7.4,-1.3,x,0.0,-2.1,-3.6,3.0,-3.3
A3A deaminase,-10.6,-2.4,0.6,4.6,1.6,-2.7,0.0,-5.1,3.0
mIAP block,-9.9,18.9,0.0,-7.5,6.6,0.2,-3.8,-5.0,1.4
hIAP inh,-17.8,1.5,12.5,x,-11.2,5.3,-19.1,-20.3,-7.4
MPTP block,-1.9,2.9,-0.2,-0.9,-0.4,-0.9,0.5,-1.4,-0.8
ATG4B inhibitor,2.5,0.0,-9.3,-6.6,-8.2,-7.4,0.0,7.4,-9.0
